OX1R antag-1 = human HCRTR1 antagonism; inhibition, % at 5 µM; CHO/OX1R cells, Fluo-8 calcium fluorescence, orexin A; 330,000 compounds, 0.43% hits; AID 434989;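 active = inhibition above its plate's threshold, mean inhibition of all tested compounds on the plate plus 3 SD, cut at about 37% in these data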;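 note: 0% = orexin A challenge wells and 100% = SB-334867-A antagonist wells; not every result past the cut was called active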
STK33 kinase inh = human STK33 kinase inhibition; 320,000 compounds, 0.073% hits; inhibition, % at 10 µM; purified STK33, MBP phosphorylation, ADP-Glo luminescence;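 active = inhibition at or above 25%, using the most active replicate where run in duplicate; inactive = inhibition below 25%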
Target sequence (Q9BYT3 whole entry, looked up): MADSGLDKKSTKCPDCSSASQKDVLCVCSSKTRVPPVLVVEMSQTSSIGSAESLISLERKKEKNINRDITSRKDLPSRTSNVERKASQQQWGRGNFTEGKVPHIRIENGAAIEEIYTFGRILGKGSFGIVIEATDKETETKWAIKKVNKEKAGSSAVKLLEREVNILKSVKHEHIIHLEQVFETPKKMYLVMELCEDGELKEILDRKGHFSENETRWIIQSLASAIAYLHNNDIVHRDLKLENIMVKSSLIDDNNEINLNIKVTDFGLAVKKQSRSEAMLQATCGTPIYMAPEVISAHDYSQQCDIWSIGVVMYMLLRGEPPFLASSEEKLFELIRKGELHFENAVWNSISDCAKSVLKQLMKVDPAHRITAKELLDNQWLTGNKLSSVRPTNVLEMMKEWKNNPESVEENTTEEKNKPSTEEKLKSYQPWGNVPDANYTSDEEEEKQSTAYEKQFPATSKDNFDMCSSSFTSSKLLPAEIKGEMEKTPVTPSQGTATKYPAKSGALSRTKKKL
OX1R antag-2 = antagonists of human orexin 1 receptor (OX1R); OX1R-expressing cells, FRET antagonist read-out; inhibition, % at 6.6 µM; 330,000 compounds, 1.8% hits; AID 485270; in the data active = inhibition mostly above about 38%, no sharp cut-off; inactive = mostly below about 40%;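 note: 0% = agonist challenge alone and 100% = reference antagonist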
* marks the source's active call; other numbers are inactive results; . = not tested or not shown.

OX1R antag-1	STK33 kinase inh	structure	OX1R antag-2
-23	0.2	CCOc1ccccc1N(CC(=O)NC1CCCCC1)C(=O)CNC(=O)c1ccco1	7
-16	0.7	NC(Cc1ccccc1)C(=O)N1CCCCC1 (stereo not given)	12
-24	1.8	CC(C)Nc1nc(Oc2ccc(Cl)cc2Cl)cc(C(F)(F)F)n1	10
1	-1.9	COC(=O)CCCCC1SCC2NC(=O)NC21O (stereo not given)	-1
-12	-0.5	COc1cc(/C=C/C(=O)OCC(=O)NCCCc2ccccc2)ccc1O	6
-15	-2.8	COc1ccc2[nH]cc(C(=O)CN3CCN(C(=O)c4ccco4)CC3)c2c1	13
-4	-1.3	CCOc1ccc(NC(=S)N2CCC(NC(=O)c3ccccc3)CC2)cc1	12
-26	1.7	CCS(=O)(=O)c1nc2ccccc2n1CC(=O)N1CCCCC1	22
-25	0.0	CN(Cc1cnccn1)C(=O)C1CCC(=O)N(CCc2ccc(Cl)cc2)C1 (stereo not given)	16
-27	0.4	S=C(NCc1ccco1)NCC(c1ccco1)N1CCCCC1 (stereo not given)	4
-12	-0.1	COc1ccc(NC(=O)CCNS(=O)(=O)c2ccc(Cl)c([N+](=O)[O-])c2)cc1S(N)(=O)=O	15
-30	0.9	O=[N+]([O-])c1ccc2nc(-c3ccccc3)n(OCc3ccc(Cl)cc3)c2c1	18
-20	1.5	O=C(Nc1cccc(Cl)c1)c1ccc(NCCCN2CCOCC2)c([N+](=O)[O-])c1	36
-20	6.1	COc1ccc(/C=N/Nc2nccnc2Cl)cc1	13
-15	-2.4	Cc1cc(C(=O)NN=C2CCCCCC2)c(C)o1	11
-9	-0.7	COc1cc(OC)cc(C(=O)OCCCOC(=O)c2cc(OC)cc(OC)c2)c1	52
-39	-1.6	CCOC(=O)C1(CCOc2ccccc2)CCN(C(=O)c2ccc(-n3cccn3)cc2)CC1	33
-17	.	CCC(C)(C)n1nnnc1C(C(C)C)N(Cc1cccnc1)Cc1ccco1 (stereo not given)	33
-10	-1.2	CCC(=O)NC(=S)Nc1ccc(NC(=O)c2ccco2)c(OC)c1	2
-7	-1.5	COc1ccccc1N(C)S(=O)(=O)c1ccc(C(=O)OCC(=O)NCCC2=CCCCC2)cc1	25
-7	-1.0	CC(=O)N1CCN(C(=S)NC(=O)c2c(-c3ccccc3Cl)noc2C)CC1	9
-17	-0.7	COc1ccc(-n2cc(CN(C)Cc3n[nH]c(=O)[nH]3)c(-c3cccc(F)c3)n2)cc1	5
-23	-1.9	C(=C\c1ccccc1)/CN1CCN(Cc2ccc3c(c2)OCO3)CC1	1
-6	-1.1	Cc1ccc(N2C(=O)/C(=C/c3ccco3)SC2=S)cc1	9
-18	.	CCC(=O)N(Cc1cc(=O)[nH]c2ccccc12)C1CCCCC1	11
-31	0.8	Fc1ccccc1-c1nc(NCc2ccco2)c2ccccc2n1	46
-12	32*	O=C(Nc1cccc(-c2cn3cccnc3n2)c1)c1ccc(Br)o1	27
-1	0.3	O=C(NCc1ccc2c(c1)OCO2)c1cccnc1Cl	9
-33	9.0	COc1ccc(C)cc1NC(=O)CCN1CC(C)OC(C)C1 (stereo not given)	13
-5	-2.2	CN1CCN(Cc2cccc(Oc3ccccc3)c2)CC1	16
-21	-1.7	COc1cccc(-c2nn(-c3ccc(C)cc3)cc2C(=O)NCC(c2cccs2)N2CCOCC2)c1 (stereo not given)	3
-33	-0.3	CN(C)c1ccc(/C=N/N=C2/NC(=O)/C(=C/c3ccc([N+](=O)[O-])cc3)S2)cc1	26
-30	-1.9	O=C(Nc1ccc(Cl)cc1F)C1CC1c1ccccc1 (stereo not given)	-2
-22	0.7	CCCn1c(C)cc(C(=O)CSc2nc3ccccc3c(=O)n2Cc2ccco2)c1C	16
2	-1.5	O=c1[nH]c2ccc(S(=O)(=O)N3CCN(C4CCCCC4)CC3)cc2[nH]c1=O	25
-6	2.4	S=C(NCc1ccccc1)NCc1ccc2c(c1)OCO2	2
2	0.0	COc1ccc(C(=O)N/N=C\c2coc3ccccc3c2=O)cc1	4
-22	20	COc1cc(C2C(=O)c3ccccc3C2=O)ccc1O	25
-27	0.3	Cc1noc(C)c1CCC(=O)NC1CCCN(Cc2ccc(Cl)cc2)C1 (stereo not given)	25
-23	-0.1	COc1ccc(CNC(=O)c2ccc(CS(=O)(=O)Cc3ccccc3F)o2)cc1	13
-9	1.2	Cc1c(N/C=C/C(=O)C(F)(F)F)c(=O)n(-c2ccccc2)n1C	16
-12	-0.5	Cc1ccc(-c2nnc(N3CCCCC3)c3ccccc23)cc1S(=O)(=O)N(C)C	14
-7	-1.5	CC(C)[C@H](NC(N)=O)C(=O)Nc1cccc(S(=O)(=O)N2CCOCC2)c1	15
1	-0.6	Cc1c([N+](=O)[O-])cc(C(=O)Oc2ccc(Br)cc2C(=S)N2CCCCC2)cc1[N+](=O)[O-]	18
-5	-0.5	O=C(c1ccccc1NS(=O)(=O)c1ccc(Br)s1)N1CCOCC1	1
-12	-0.8	CCc1sc(C(=O)Nc2cccc(C(C)=O)c2)cc1C	16
-22	0.4	C/C(=N\NC(N)=S)C1C2C3CC4C5CC(C42)C1C53 (stereo not given)	12
-16	-0.3	COc1cc(CNc2ncn[nH]2)ccc1OCC(=O)NC(C)(C)C	6

Some entries already given, reduced to STK33 kinase inh.
| molecule | STK33 kinase inh |
| --- | --- |
| O=C(c1ccccc1NS(=O)(=O)c1ccc(Br)s1)N1CCOCC1 | -0.5 |
| CCc1sc(C(=O)Nc2cccc(C(C)=O)c2)cc1C | -0.8 |
| C/C(=N\NC(N)=S)C1C2C3CC4C5CC(C42)C1C53 (stereo not given) | 0.4 |

Continued.
OX1R antag-1	STK33 kinase inh	structure	OX1R antag-2
-11	-1.8	O=C(CSc1nnc(-c2ccccc2)n1-c1ccc(Cl)cc1)N/N=C/c1ccccc1C(=O)O	13
-12	-1.0	CCNC(=O)CC1C(=O)N(c2ccc(F)cc2)C(=O)N1CCc1ccc(OC)cc1 (stereo not given)	1
-5	-1.1	COc1ccccc1N1C(=O)Cc2ccccc2C1=O	17
-13	-0.5	Cc1ccc(S(=O)(=O)CCC(=O)Oc2ccc3c(C)cc(=O)oc3c2)cc1	15
-24	6.1	CC(=O)N1CCN(c2ccc(NC(=O)c3ccc(Br)o3)cc2Cl)CC1	10
0	-0.3	CNC(=O)COC(=O)c1ccc(-c2nc3ccccc3s2)s1	11
6	-1.0	Cc1cc(NC(=O)CCC(=O)N(CC(=O)NC2CCCC2)c2ccc3c(c2)OCCO3)no1	8
-6	-0.1	Cc1cccc(N2C(=O)CC(N3CCN(c4cccc(C(F)(F)F)c4)CC3)C2=O)c1 (stereo not given)	1

In the list so far, five contain an NH in an aromatic ring:
OX1R antag-1	STK33 kinase inh	structure	OX1R antag-2
-15	-2.8	COc1ccc2[nH]cc(C(=O)CN3CCN(C(=O)c4ccco4)CC3)c2c1	13
-17	-0.7	COc1ccc(-n2cc(CN(C)Cc3n[nH]c(=O)[nH]3)c(-c3cccc(F)c3)n2)cc1	5
-18	.	CCC(=O)N(Cc1cc(=O)[nH]c2ccccc12)C1CCCCC1	11
2	-1.5	O=c1[nH]c2ccc(S(=O)(=O)N3CCN(C4CCCCC4)CC3)cc2[nH]c1=O	25
-16	-0.3	COc1cc(CNc2ncn[nH]2)ccc1OCC(=O)NC(C)(C)C	6

Continued.
OX1R antag-1	STK33 kinase inh	structure	OX1R antag-2
-4	-0.6	CC(C)c1ccc(S(=O)(=O)N(C)C2(C)CCS(=O)(=O)C2)cc1 (stereo not given)	12
-13	0.1	O=C(NCc1ccc(F)cc1)C(=O)NCC(c1ccco1)N1CCOCC1 (stereo not given)	4
-11	-0.8	COc1ccccc1-c1nnc(NC(=O)OCC(C)C)s1	13
-2	1.4	Cc1cc(N2CCN(C)CC2)nc2ccc(NC(=O)c3ccc4c(c3)OCO4)cc12	23
-38	-0.5	CCOc1ccc(C(C)=O)cc1CN1C(=O)NC2(CCCCCC2)C1=O	10
0	0.6	COCCNC(=O)c1cnn2c(C(F)F)cc(-c3ccccc3)nc12	7
-6	-0.2	Cc1nn(CC(=O)Nc2ccc(Cl)c(S(=O)(=O)N(C)C)c2)c(C)c1[N+](=O)[O-]	1
-47	-0.1	Cc1cc(C)c2cc(C(=O)N3CCC(Cc4ccccc4)CC3)[nH]c2c1	7
-10	-1.6	Cc1cccc(C2CN(C)CCc3c2cc(O)c(O)c3Cl)c1 (stereo not given)	7
5	-0.5	CCC1CCCCN1C(=O)COC(=O)COc1ccc(Br)cc1 (stereo not given)	9
-15	1.0	Cc1nc2ccccc2nc1Nc1cccc(Cl)c1	25
-26	0.1	COc1ccccc1C(=O)OCC(=O)NC(C)CCc1ccccc1 (stereo not given)	5
0	-0.2	C=CCn1c(SCC(=O)c2cccs2)nc2sc(C)cc2c1=O	20
-18	-1.2	C=CCN1C(=O)c2ccccc2Sc2ccc(C(=O)NCC(OC)OC)cc21	-3
-20	0.2	C/C(CC(=O)Nc1ccc(C)c(Cl)c1)=N\NC(=O)Cc1cnc(N)s1	20
-12	0.0	S=C(NCC(c1ccco1)N1CCCC1)Nc1ccccc1 (stereo not given)	1

Two successive records out of the list so far, for reference:
OX1R antag-1	STK33 kinase inh	structure	OX1R antag-2
-10	-1.6	Cc1cccc(C2CN(C)CCc3c2cc(O)c(O)c3Cl)c1 (stereo not given)	7
5	-0.5	CCC1CCCCN1C(=O)COC(=O)COc1ccc(Br)cc1 (stereo not given)	9

Further results follow.
OX1R antag-1	STK33 kinase inh	structure	OX1R antag-2
-4	-1.1	COCCNC(=O)[C@@]1(Cc2ccccc2)C=C[C@@H](C)N1C(C)=O	9
-16	2.7	CCOC(=O)N1CCN(C(=O)c2ccc3nc(-c4ccccc4)c(-c4ccccc4)nc3c2)CC1	7
-13	-0.5	Cc1cc(S(=O)(=O)N2CCN=C2c2ccccc2)ccc1F	8
-13	-1.2	O=C(CC(=O)N/N=C/c1c(F)cccc1Cl)NCCc1ccccc1	2
-31	-0.6	Cc1ccc(NC(=O)COC(=O)CN2C(=O)C3CCCCC3C2=O)cc1S(=O)(=O)N1CCOCC1 (stereo not given)	4
-16	-0.5	Cc1cnnc2c1-c1nonc1CC2	8
-20	-2.6	N#Cc1cc(-c2ccccc2)[nH]c1-c1nccc2ccccc12	3
-11	-1.7	O=C(Cc1ccc(-c2ccccc2)cc1)NC(c1ccccc1)c1ccccc1	6
-10	0.0	Cc1cc(C)c(S(=O)(=O)N(CC(=O)O)C2CCCCC2)c(C)c1	25
1	-1.0	Cc1ccc(S(=O)(=O)N(C)c2ccc(OC(=O)c3ccc(N4CCCC4=O)cc3)cc2)cc1	4

An excerpt from above in order of their number in OX1R antag-1, highest first.
OX1R antag-1	STK33 kinase inh	structure	OX1R antag-2
1	-1.0	Cc1ccc(S(=O)(=O)N(C)c2ccc(OC(=O)c3ccc(N4CCCC4=O)cc3)cc2)cc1	4
-4	-1.1	COCCNC(=O)[C@@]1(Cc2ccccc2)C=C[C@@H](C)N1C(C)=O	9
-10	0.0	Cc1cc(C)c(S(=O)(=O)N(CC(=O)O)C2CCCCC2)c(C)c1	25
-11	-1.7	O=C(Cc1ccc(-c2ccccc2)cc1)NC(c1ccccc1)c1ccccc1	6
-16	-0.5	Cc1cnnc2c1-c1nonc1CC2	8
